ABCB6 inh 2 – ABCB6 transporter inhibitors, primary screen, K562-ABCB6 cells, flow cytometry, MLPCN library; ATP-binding cassette sub-family B member 6 (Homo sapiens), Q9NP58; K562-ABCB6 porphyrin accumulation, 1 h; hits give low values; fluorescence ratio to DMSO, % at 10 µM; 360,000 tested, 0.19% active; AID 602162, 2011;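 active = fluorescence ratio to DMSO below 75%, the collection mean minus 3 SD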;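 also: signal is porphyrin accumulated inside mitochondria; 100% equals median channel fluorescence of DMSO control wells; lower ratio means ABCB6 inhibition with less porphyrin fluorescence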
Granule exo inh – LAMP-1 surface exposure blockers, TALL-104 cells – cell-based, flow cytometry, MLPCN library, primary screen. TALL-104 LAMP-1 surface exposure; cells stimulated with thapsigargin and PMA. inhibition, % at 10 µM. 360,000 tested, 0.66% active. AID 651702, 2012;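 active = inhibition above about 55%, limit read from the data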
iPSC survival up – enhancers of single-cell hiPSC survival, primary screen, ATPlite luminescence. 100% = ROCK inhibitor wells, 0% = DMSO. survival enhancement, % at 20 µM. 360,000 tested, 0.044% active; in the data active = survival enhancement above about 18%;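 also: cells exposed to compounds for 16 hours before the ATP read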
Glyco luc inh – increase of ERlucT glycosylation luciferase signal, primary screen, N-linked glycosylation inhibitor project, D54 ERlucT cells, luminescence, set 2; AID 588692, 2011; 360,000 tested, 0.23% active; D54 ERlucT glycosylation luciferase reporter, 24 h; percent of 100 nM tunicamycin response; reporter increase, % at 12.5 µM;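 active = mean luciferase reporter signal, scaled so untreated is 0 and the glycosylation-blocking control 100, at or above a set limit in every replicate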;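 also: luciferase carries N-glycosylation sites so blocking glycosylation raises the light; 0% = median of neutral control wells and 100% = median of 100 nM tunicamycin wells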
MC4R antagonist – MC4R antagonists of cAMP signaling, primary screen, cell-based, TR-FRET, antagonist arm of biased-ligand search | Melanocortin receptor 4 (Homo sapiens), P32245 | MC4R-expressing cells, MTII-stimulated cAMP, LANCE TR-FRET | inhibition, % at 6.5 µM | 360,000 tested, 0.48% active | AID 540295, 2011;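 active = inhibition above its plate's cutoff, the mean of tested wells on that plate plus 3 SD, cut at about 29% in these data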;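 also: 0% = Melanotan II alone and 100% = Melanotan II plus saturating MCL0020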
Target sequence (P32245 whole entry, looked up): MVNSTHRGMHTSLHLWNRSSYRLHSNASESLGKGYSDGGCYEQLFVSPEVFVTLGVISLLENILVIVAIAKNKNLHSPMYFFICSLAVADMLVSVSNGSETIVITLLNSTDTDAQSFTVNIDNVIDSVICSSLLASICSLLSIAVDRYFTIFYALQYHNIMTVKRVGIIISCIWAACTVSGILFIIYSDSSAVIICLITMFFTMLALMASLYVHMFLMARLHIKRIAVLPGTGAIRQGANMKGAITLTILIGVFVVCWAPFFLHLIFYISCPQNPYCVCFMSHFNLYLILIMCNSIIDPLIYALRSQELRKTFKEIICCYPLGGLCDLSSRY
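Material – human MC4R-expressing U2OS cells · Repeats – no replicates · Detection – TR-FRET with Eu-cAMP and labeled anti-cAMP, 671 nm · Times – compound 30 min, challenge 1 h, detection 1 h · Compound – single nominal compound dose of 6.5 µM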
aDG glyco up – activators of alpha-DG glycosylation, primary screen, uHTS, Pro5-aDG cells, AlphaScreen; alpha-DG glycosylation AlphaScreen (IIH6); 0% Pro5, 100% B10-LARGE cell signal; 360,000 tested, 0.22% active; activation, % at 10 µM;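 active = activation of at least 8% versus controls, or a plate z-score of at least 8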;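 also: Pro5 are CHO cells carrying HIG-tagged alpha-DG that lacks glycosylation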
ABHD5-PLIN5 inh – ABHD5-PLIN5 interaction inhibitors, primary screen, cell lysate, split luciferase complementation, luminescence; Split G. princeps luciferase complementation, 4 h; inhibition, % at 4 µM; 360,000 tested, 0.78% active; AID 602281, 2012;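 active = inhibition above the mean inhibition across every tested compound plus 3 SD, cut at about 22% in these data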;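 also: 0% = DMSO only wells and the 100% control is not disclosed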
H9c2 protect – cardioprotection against H2O2-induced cell death, primary screen, uHTS, H9c2 cells, ATPLite luminescence. AID 588492, 2011. protection from H2O2 cell death, % at 20 µM. H9c2 cardiomyocytes, H2O2 injury protection, 2 h. 360,000 tested, 0.63% active;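 active = compounds giving at least 50% protection of heart cells from peroxide-induced death in the single-dose screen, raw or plate-pattern-corrected value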;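 also: 0% = DMSO wells with peroxide and 100% = DMSO wells without peroxide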
HTR2A ag – mouse Htr2a agonists via beta-arrestin recruitment, primary screen, cell-based, luminescence; CHO-K1 mHTR2A beta-arrestin complementation; percent of 30 µM serotonin response; activation, % at 7.6 µM; 360,000 tested, 0.66% active;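 active = activation above a run cutoff, the mean activation of all tested compounds plus 3 SD, cut at about 14% in these data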;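 also: 0% = plate median of compound wells and 100% = 30 µM serotonin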
Target sequence (P35363 whole entry, looked up): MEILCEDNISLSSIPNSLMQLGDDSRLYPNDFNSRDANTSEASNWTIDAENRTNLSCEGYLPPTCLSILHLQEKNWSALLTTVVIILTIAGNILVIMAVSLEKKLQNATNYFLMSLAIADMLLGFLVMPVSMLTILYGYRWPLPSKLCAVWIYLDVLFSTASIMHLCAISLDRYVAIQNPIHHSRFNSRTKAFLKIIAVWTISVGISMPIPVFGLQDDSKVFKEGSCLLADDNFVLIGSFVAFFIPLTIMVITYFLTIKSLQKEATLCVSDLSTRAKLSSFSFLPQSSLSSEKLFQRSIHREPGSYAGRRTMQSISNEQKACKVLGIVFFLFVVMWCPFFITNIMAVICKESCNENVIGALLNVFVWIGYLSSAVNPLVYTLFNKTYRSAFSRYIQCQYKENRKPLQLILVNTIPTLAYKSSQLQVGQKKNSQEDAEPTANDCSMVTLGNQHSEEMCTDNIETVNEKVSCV
MC4R ag barr – MC4R agonists recruiting beta-arrestin, primary screen, cell-based, luminescence, agonist arm of biased-ligand search; Melanocortin receptor 4 (Homo sapiens), P32245; U2OS MC4R beta-arrestin complementation; percent of melanotan II response, DMSO zero; activation, % at 8.9 µM; 360,000 tested, 0.98% active;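 active = activation above a per-plate cutoff, the mean activation of sample wells on that plate plus 3 SD, cut at about 8% in these data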
Numbers without * were called inactive; nt = not tested or not shown.

The first 5 entries, ahead of the listing:
SMILES	ABCB6 inh 2	Granule exo inh	iPSC survival up	Glyco luc inh	MC4R antagonist	aDG glyco up	ABHD5-PLIN5 inh	H9c2 protect	HTR2A ag	MC4R ag barr
NS(=O)(=O)c1ccc(CCNCc2cccs2)cc1	97	-3	3.7	1	11	0.3	0	3	2	0.6
Cc1ccc(NC(=O)CCC(=O)OC(C)C(=O)c2ccccc2)cc1 (stereo not drawn)	89	26	-0.1	3	13	0.0	5	0	0	-0.5
NS(=O)(=O)c1ccc(-c2c(-c3ccccc3)sc3ccccc23)cc1	92	0	-1.2	-1	10	0.7	-1	-11	-1	2.5
CC1(C)Cc2cccc(OCC(=O)OCC(=O)Nc3ccccc3)c2O1	96	-2	-0.5	-1	22	0.1	3	-1	0	-4.7
COc1cccc(CN(C)C(=O)c2sccc2-c2ccccc2)c1OC	100	-3	-0.2	-1	2	-0.1	-5	0	-2	-2.1

The whole of this part (from the top)
SMILES	ABCB6 inh 2	Granule exo inh	iPSC survival up	Glyco luc inh	MC4R antagonist	aDG glyco up	ABHD5-PLIN5 inh	H9c2 protect	HTR2A ag	MC4R ag barr
NS(=O)(=O)c1ccc(CCNCc2cccs2)cc1	97	-3	3.7	1	11	0.3	0	3	2	0.6
Cc1ccc(NC(=O)CCC(=O)OC(C)C(=O)c2ccccc2)cc1 (stereo not drawn)	89	26	-0.1	3	13	0.0	5	0	0	-0.5
NS(=O)(=O)c1ccc(-c2c(-c3ccccc3)sc3ccccc23)cc1	92	0	-1.2	-1	10	0.7	-1	-11	-1	2.5
CC1(C)Cc2cccc(OCC(=O)OCC(=O)Nc3ccccc3)c2O1	96	-2	-0.5	-1	22	0.1	3	-1	0	-4.7
COc1cccc(CN(C)C(=O)c2sccc2-c2ccccc2)c1OC	100	-3	-0.2	-1	2	-0.1	-5	0	-2	-2.1
COC(=O)C[C@@H]1C[C@@H]2c3cc(NS(=O)(=O)c4ccc(F)cc4)ccc3O[C@@H]2[C@H](CO)O1	99	-1	0.4	0	0	0.2	2	6	6	0.2
NS(=O)(=O)c1ccc(CCNC(=O)COC(=O)CN2C(=O)C3CCCCC3C2=O)cc1 (stereo not drawn)	103	0	-0.6	1	-3	-0.2	3	1	-1	-0.8
O=C(Nc1ccccc1)NC1CCCc2ccccc21 (stereo not drawn)	97	6	-1.3	-1	3	-0.1	1	0	-3	-0.1
COc1ccc(CCNC(=O)C2CCN(S(=O)(=O)c3ccc(Cl)cc3)CC2)cc1OC	97	-2	0.0	0	10	0.0	0	-4	-2	-1.8
C(=N\N=C\c1ccncc1)/c1ccncc1	94	22	1.4	-1	5	-0.2	2	4	9	-0.8
CCCC(=O)NC(c1ccc(OC)cc1)c1ccc2cccnc2c1O (stereo not drawn)	99	0	0.0	-10	1	1.9	8	32	-1	-1.5
Cc1ccc(NC(=O)COC(=O)CC2CCCC2)cc1F	96	-1	-0.3	4	6	0.0	8	0	1	2.1
Cc1ccsc1/C=N/NC(=O)C1CC(=O)N(c2ccccc2)C1 (stereo not drawn)	97	-4	-0.4	2	3	0.1	5	0	-5	-1.3
COc1cccc(C(=O)Nc2ccc(Oc3cccc(C(F)(F)F)c3)nc2)c1	97	12	-0.6	6	-3	1.0	-8	-10	1	1.2
COCCN1Cc2cccc(C(=O)Nc3ccc4c(c3)OCCO4)c2C1=O	100	-3	0.7	-5	12	-0.1	-1	-3	-2	-1.4
Cc1ccc(C(=O)Nc2ccc(N3CCN(C)CC3)cc2)cc1C	115	23	-0.3	-16	1	0.0	2	-11	-5	-0.2
O=c1[nH]n(-c2ccccn2)c(=O)c2ccccc12	94	0	-1.7	1	2	1.3	-4	12	-5	-2.1
COC(=O)[C@@]1(Cc2ccc(OC)cc2)[C@H]2c3cc(C(=O)N4CCCC4)n(CCN4CCOCC4)c3C[C@H]2CN1C(=O)c1ccccc1	121	0	-0.8	nt	nt	0.0	4	nt	-2	nt
O=C(Cn1cnc2ccccc2c1=O)NCc1cccs1	93	-1	-0.7	0	10	-0.2	2	1	3	-1.0
O=C(O)/C=C(\Oc1ccccc1)C1(O)CCCCC1	102	2	-0.4	1	12	0.0	-1	7	13	0.8
O=C(COC(=O)COc1ccc(Cl)cc1)Nc1ncc(Br)s1	100	0	-0.5	-1	17	0.3	7	-3	9	3.8
CCOC(=O)CCSc1nc(C)c2ccccc2n1	91	-1	-1.0	3	-8	0.0	-2	4	1	-0.9
Cc1cccc(NC(=O)CC2NC3CCCCC3NC2=O)c1 (stereo not drawn)	103	-2	-0.5	1	5	-0.1	2	1	-3	-0.7
COc1ccc(CC2(CO)CCN(Cc3cnc(-c4ccccc4C)nc3)CC2)cc1	96	4	-0.9	-1	-5	0.5	3	-8	-1	-1.1
CCC(C)c1ccccc1NC(=O)COc1ccc(-c2nnco2)cc1 (stereo not drawn)	97	-3	-0.4	0	6	0.1	10	4	2	2.1
COc1ccccc1-c1nc(C#N)c(N2CCN(C(c3ccccc3)c3ccccc3)CC2)o1	96	-4	7.7	0	3	-0.1	2	3	-1	-1.4
C=CCSc1nc2sc3c(c2c(=O)n1CC)CCC3	105	-2	1.6	-2	0	-0.1	4	3	2	3.2
CC(=N\NC(=O)c1ccccc1)/C(=N/O)C(=O)Nc1ccccc1	100	13	4.0	4	19	-0.2	-3	2	10	1.2
CCN(CC)Cc1c(O)ccc2occ(C(=O)c3ccccc3)c12	96	35	1.6	1	-1	0.0	-2	-3	-4	-1.6
N#CCc1cc2ccc3cccc4ccc(c1)c2c34	89	7	-0.3	0	-3	-0.3	-1	-2	13	2.2
CN(Cc1ccccc1)C(=O)c1ccc([N+](=O)[O-])o1	101	-13	-1.4	4	-4	0.2	-12	-9	-2	1.4
COCC(=O)Nc1ccc([N+](=O)[O-])cc1OC	97	3	6.2	2	12	-0.2	-1	2	-2	-2.5
COc1ccc(C(CNC(=O)C(C)(C)Oc2ccc(Cl)cc2)N2CCOCC2)cc1 (stereo not drawn)	99	-2	0.4	1	6	0.4	-2	1	-8	-0.5
CC(=O)Nc1ccc(S(=O)(=O)Nc2ccc(N3CCOCC3)cc2)cc1	117	-1	0.6	1	4	0.1	2	5	-4	1.2
COc1ccc(NC(=S)NC2CC3CCCC(C2)N3C2CC2)cc1 (stereo not drawn)	98	6	-0.8	-2	15	0.0	4	0	3	-0.8
CC(C)NC(=O)NC(=O)CSc1nncs1	92	-2	0.9	2	16	0.2	-1	1	1	-1.2
Cc1ccc(NC(=O)C2C3CCCC2C3c2ccccc2)cc1 (stereo not drawn)	94	1	2.9	-1	1	-0.3	-2	2	7	2.6
COc1ccccc1NC(=O)CSc1nc2sc(C)c(C)c2c(=O)n1Cc1ccco1	94	-1	0.8	1	4	-0.1	10	0	0	-2.3
CN(C)/C=C/C(=O)c1ccccc1F	103	-2	-1.9	0	-4	0.0	-5	-4	-2	-2.4
Cc1cccc(NC(=O)CSc2nc3nc(C)cc(C)n3n2)c1	101	-9	-0.7	1	11	0.1	12	-4	5	-0.8
COc1ccc2[nH]c3c(C)c4cc[n+](C)cc4c(C)c3c2c1	103	8	-1.9	-2	-27	0.3	9	-4	-1	-1.8
Cc1nc(N)nc(N/N=C/c2c(F)cccc2Cl)n1	106	0	-0.6	2	-3	-0.1	-7	-2	1	-0.5
COc1ccc(CCN2C(=O)C3C(C2=O)C2C=CC3C23CC3)cc1OC (stereo not drawn)	98	1	0.9	-1	0	0.0	3	2	4	-0.7
CCN(CC)C(=O)Oc1ccc2cc(Br)ccc2c1	79	1	-0.6	-2	-7	-0.1	-2	-13	0	-1.5
CCN(CC)S(=O)(=O)c1ccc(Nc2cc(C)nc3ncnn23)cc1	95	-1	4.6	5	8	0.0	-2	6	1	-0.9
C[C@H](CCCC/C=C/C(=O)O)O[C@@H]1O[C@@H](C)[C@H](O)C[C@H]1O	97	-3	-2.0	1	7	1.9	-1	-3	4	0.2
Cc1ccc(CCSc2ccc(F)cc2)cn1	98	-5	-0.3	-1	10	-0.1	1	-4	0	0.4
CCCCOc1cccc(C2C(C(=O)c3ccc(C)o3)=C(O)C(=O)N2c2nnc(C)s2)c1 (stereo not drawn)	108	9	-0.3	1	3	0.0	4	2	-4	-0.1
COc1ccc(C(=O)NCCS(=O)(=O)NCc2ccc(C)cc2)cc1	96	-4	-0.2	1	2	-0.1	3	-1	-3	-2.6
CCOc1ccc(OCC)c(NC(=O)CCSCCc2ccccn2)c1	94	-1	0.5	-1	2	-0.2	-1	2	-5	-2.3
Next part.
SMILES	ABCB6 inh 2	Granule exo inh	iPSC survival up	Glyco luc inh	MC4R antagonist	aDG glyco up	ABHD5-PLIN5 inh	H9c2 protect	HTR2A ag	MC4R ag barr
CN(C)S(=O)(=O)c1cccc(NC(=O)CSc2nc3ccccc3[nH]2)c1	93	12	-1.4	-6	1	0.2	4	-4	3	-0.8
O=C(CN1C(=O)NC(Cc2c[nH]c3ccccc23)C1=O)Nc1ccc(Br)cc1F (stereo not drawn)	99	4	-0.5	-2	10	-0.2	-1	-4	6	-3.8
N#Cc1ccc(C(S(=O)(=O)Cc2ccccc2)S(=O)(=O)Cc2ccccc2)cc1	100	1	-1.2	-3	4	0.2	8	6	2	-2.2
CCN=C1NN=C(c2cc(C)n(CCc3ccccc3)c2C)CS1	97	10	0.3	-2	-10	-0.2	9	4	7	3.9
CCCCNc1ccc2c(c1)C1CC2CCN1C(=O)OCc1ccccc1 (stereo not drawn)	97	0	-0.6	2	14	-0.2	-3	-8	-8	-3.5
COc1ccc(S(=O)(=O)N(CCc2ccccc2)CC(=O)O)cc1	102	3	0.8	-1	-4	0.0	-1	3	4	0.1
Cn1c(SCC(=O)NC2CCCC2)nc2c(c1=O)SCC2	100	-2	-0.3	0	4	-0.1	-2	6	0	-2.7
Cn1nc(-c2ccccc2)c(-c2nc(-c3ccccc3Cl)no2)c1Cl	88	3	-1.7	-6	12	-0.3	1	-12	0	-1.0
Cc1ccc(S(=O)(=O)Nc2ccccc2/C=N/c2nc3ccccc3n2C(C)C)cc1	103	5	2.8	2	2	0.2	-8	-5	-2	-0.5
O=C(COC(=O)c1ccc2[nH]c3c(c2c1)CCCC3)Nc1ccc(Cl)cc1Cl	99	1	-1.0	11	15	-0.3	-2	-5	2	18*
CCOC(=O)C1(Cc2ccc(Cl)cc2)CCN(C(=O)CCc2ccncc2)CC1	96	-2	-1.9	-3	-2	1.0	7	3	1	-1.3
CCN(CC)CCCNC(=O)c1cc(-c2ccc3c(c2)OCO3)on1	110	16	-0.7	1	9	0.0	-11	8	-11	-0.7

This is a random part of the collection. Share with any hit: about 4.5%.
